CHRM5 agonist: agonists of human muscarinic M5 receptor (CHRM5) | CHO-K1 hM5 cells, Fluo-8 calcium fluorescence; 0% DMSO wells, 100% maximal acetylcholine response | activation, % at 3 µM | 0.19% of 360,000 active;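 active = activation above the run's mean over test compounds plus 3 SD, cut at about 23% in these data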;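 also: signal is peak over basal fluorescence ratio across the kinetic read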
Target sequence (P08912 whole entry, looked up): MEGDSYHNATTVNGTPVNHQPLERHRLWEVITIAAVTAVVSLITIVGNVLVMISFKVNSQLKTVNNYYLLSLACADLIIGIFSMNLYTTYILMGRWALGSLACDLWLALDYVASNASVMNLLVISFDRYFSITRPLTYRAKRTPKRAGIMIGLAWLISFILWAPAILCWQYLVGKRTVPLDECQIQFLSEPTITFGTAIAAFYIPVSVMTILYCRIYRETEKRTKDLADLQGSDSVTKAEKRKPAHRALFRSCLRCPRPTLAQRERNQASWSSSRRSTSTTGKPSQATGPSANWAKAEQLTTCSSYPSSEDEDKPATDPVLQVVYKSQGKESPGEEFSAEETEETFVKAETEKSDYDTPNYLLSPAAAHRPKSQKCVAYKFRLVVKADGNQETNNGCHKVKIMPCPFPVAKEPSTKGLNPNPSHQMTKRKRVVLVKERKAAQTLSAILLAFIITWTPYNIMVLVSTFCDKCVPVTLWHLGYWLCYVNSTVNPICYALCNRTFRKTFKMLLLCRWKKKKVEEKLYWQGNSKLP
M1 PAM: human CHRM1 positive allosteric modulation; P11229; CHO-K1 hM1, Fluo-8 calcium fluorescence, ACh EC20; 0% = ACh EC20, 100% = maximal ACh; activation, % at 3 µM; 0.088% of 360,000 active; in the data active = activation above about 19%, passing the limit was not always enough
Target sequence (P11229 whole entry, looked up): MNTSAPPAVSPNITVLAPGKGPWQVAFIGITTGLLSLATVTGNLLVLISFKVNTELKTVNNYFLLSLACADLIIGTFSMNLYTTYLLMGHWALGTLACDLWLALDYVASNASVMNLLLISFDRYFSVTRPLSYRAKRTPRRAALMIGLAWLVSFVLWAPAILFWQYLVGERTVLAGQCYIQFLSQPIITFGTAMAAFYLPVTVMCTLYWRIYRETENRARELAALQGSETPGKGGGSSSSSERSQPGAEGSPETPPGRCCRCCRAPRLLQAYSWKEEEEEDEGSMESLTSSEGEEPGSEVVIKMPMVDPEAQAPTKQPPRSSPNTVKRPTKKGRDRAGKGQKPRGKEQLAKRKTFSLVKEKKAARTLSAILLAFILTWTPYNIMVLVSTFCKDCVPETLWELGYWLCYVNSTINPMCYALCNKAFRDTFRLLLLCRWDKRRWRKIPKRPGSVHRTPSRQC
M4 PAM: positive allosteric modulators of human muscarinic M4 receptor. activation, % at 3 µM. CHO-K1 hM4/Gqi5, Fluo-8 calcium fluorescence, ACh EC20; 0% = ACh EC20, 100% = maximal ACh. 0.4% of 360,000 active. P08173;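 active = activation above its plate's cutoff, the mean activation of sample wells plus 3 SD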; also: some results filed as inactive read as strong as hits
CHRM5 antagonist: CHRM5 antagonism in calcium assay. P08912. inhibition, % at 3 µM. 0.59% of 360,000 active. CHO-hM5 cells, Fluo-8 calcium fluorescence, ACh EC80. AID 624040;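 active = inhibition above a per-plate cutoff, the mean of that plate's test compounds plus 3 SD, cut at about 27% in these data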;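 also: 0% = acetylcholine EC80 with DMSO and 100% = DMSO without agonist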
M4 ag: agonists of human muscarinic M4 receptor (CHRM4); 0.14% of 360,000 active; P08173; activation, % at 3 µM; CHO-K1 hM4/Gqi5, Fluo-8 calcium fluorescence; vehicle 0%, full acetylcholine response 100%; AID 624127;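 active = activation above the run mean over all test wells plus 3 SD, cut at about 32% in these data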;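 also: peak over basal fluorescence ratio per well then scaled between controls; 0% = DMSO wells and 100% = acetylcholine at EC100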
CRFBP-R2 block: blocks CRF-induced signaling of the CRF-BP/CRF-R2 complex; HEK293 CRF-R2/CRF-BP, CRF-induced calcium fluorescence; inhibition, % at 11.8 µM; 0.59% of 350,000 active; AID 588475;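 active = inhibition of the ligand-induced calcium signal above about 50% at the single tested concentration, limit read from the data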
CRFBP-R2 agonist: agonists of human CRF-binding protein/CRF-R2 receptor complex. HEK293 CRF-R2/CRF-BP, calcium dye fluorescence (FLIPR); percent of saturating CRF peptide response. activation, % at 13.2 µM. 0.46% of 350,000 active. AID 588473;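 active = activation of at least 50%, plus an integration ratio under a set limit after plate pattern correction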;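 also: plate controls were neutral control wells without compound for no effect and CRF at EC100 for full effect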
M5 PAM: CHRM5 positive allosteric modulation | activation, % at 3 µM | P08912 | CHO-K1 hM5, Fluo-8 calcium, ACh EC20 PAM; 0% = ACh EC20, 100% = ACh EC100 | 0.3% of 360,000 active;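 active = activation above the run cutoff, the mean activation of all test compounds plus 3 SD, cut at about 18% in these data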
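Probe or stimulus: acetylcholine, EC20 level; Assay system: human M5 receptor in CHO-K1 cells; Schedule: compound preincubation 140 s before EC20 acetylcholine addition; Technique: intracellular calcium via Fluo-8 fluorescence; Dosing: single-point, 3 µM nominal; Read-out basis: percent activation from peak-over-basal fluorescence ratio, scaled EC20-to-EC100 acetylcholine; Repeats: one well per compound, no replicates.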
M4 antag: blocks acetylcholine activation of human M4 receptor. CHO-hM4 cells, ACh EC80, Fluo-8 calcium fluorescence. inhibition, % at 3 µM. 0.73% of 360,000 active;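 active = inhibition above its plate's cutoff, the mean inhibition of sample wells plus 3 SD, cut at about 27% in these data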;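 also: 0% = acetylcholine EC80 with DMSO and 100% = DMSO without agonist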
The depositor's hits bear a star; / = not tested or not shown.

cpd	CHRM5 agonist	M1 PAM	M4 PAM	CHRM5 antagonist	M4 ag	CRFBP-R2 block	CRFBP-R2 agonist	M5 PAM	M4 antag	SMILES
1	4	2	5	6	1	1	1.3	5	-3	O=C(Nc1cc(Cl)ccc1N1CCOCC1)c1ccc(F)c(S(=O)(=O)N2CCOCC2)c1
2	-4	-16	-5	-3	2	0	-0.9	-4	-3	C/C(Cc1ccccc1)=N\NC(=O)CNC(=O)c1ccccc1Br
3	1	12	5	-3	0	17	-0.1	4	8	COc1ccccc1N(CN1CCCC1=O)C(=O)c1ccccc1F
4	3	-1	-3	-5	1	-20	-1.7	1	-3	CC(=O)n1ccnc1
5	0	1	-3	-2	2	6	-0.9	0	2	CN(Cc1ccccc1)S(=O)(=O)c1ccc(Cl)c(C(=O)N2CCOCC2)c1
6	2	-10	0	1	0	-11	0.5	3	10	Oc1ccc(N2CCN(C(c3ccncc3)c3nnnn3C3CCCC3)CC2)cc1 (stereo not drawn)
7	1	6	13	1	-1	-18	0.0	5	9	Cc1ccccc1NC(=O)C1CCN(c2cc(-c3ccccc3)nc3ncnn23)CC1
8	-2	6	12	-2	1	4	-0.5	0	-3	O=C(COC(=O)c1ccc(=O)n(Cc2ccccc2)n1)Nc1ccc2c(c1)OCCO2
9	1	3	3	8	-1	-2	1.1	4	-2	COCc1ccc(-c2c(-c3ccsc3)sc3ccccc23)cc1
10	-4	9	3	11	0	-11	1.5	1	14	O=[N+]([O-])c1cccc(-n2nnnc2CNCc2ccccc2)c1
11	2	6	-9	8	4	-7	0.5	-5	-3	CCNC(=S)Nc1ccc(C)c(S(=O)(=O)Nc2ccccc2OC)c1
12	-5	6	4	4	0	4	-2.4	5	-3	Fc1ccc(-n2c(Cc3cccs3)n[nH]c2=S)cc1Cl
13	6	12	0	1	8	2	14	-9	-16	O=C(Nc1cc(Cl)cc2c1-c1ccc(Cl)cc1C2O)C(Cl)Cl (stereo not drawn)
14	-11	2	0	0	5	-6	-0.9	-23	-1	CCC(Oc1ccccc1)C(=O)N1CCN(CC)CC1 (stereo not drawn)
15	-2	-1	4	10	1	-12	1.5	-2	-6	Cc1cc(S(=O)(=O)NC(C)c2nnc3ccccn23)ccc1Br (stereo not drawn)

cpd	CHRM5 agonist	M1 PAM	M4 PAM	CHRM5 antagonist	M4 ag	CRFBP-R2 block	CRFBP-R2 agonist	M5 PAM	M4 antag	SMILES
16	-2	4	-1	-2	2	-24	-3.5	3	4	CC1CCCN(Cc2nc3c(c(=O)n(C)c(=O)n3C)n2Cc2c(F)cccc2Cl)C1 (stereo not drawn)
17	-1	12	-1	-2	3	12	-1.3	-4	3	Cn1cc(C(=O)Nc2ccc(Cl)cc2)c(C(F)(F)F)n1
18	2	9	1	4	1	-30	1.6	5	3	CC(C)(C)Cc1nnc(NC(=O)Cc2cccs2)s1
19	1	4	-1	-8	0	8	-1.6	4	-1	CN(C)S(=O)(=O)c1cc(NC(=O)CN2CCNC(=O)C2)ccc1Cl
20	-6	7	2	-12	1	53*	5.5	9	-2	N#Cc1cccc(C(c2nnnn2C2CCCC2)N2CCCCCC2)c1 (stereo not drawn)
21	-6	4	10	11	0	-1	-5.4	-7	0	COc1ccc(S(=O)(=O)N2CCCC2c2cccs2)cc1 (stereo not drawn)
22	-1	-1	0	4	-2	15	-2.8	-2	-10	Cc1cc(C)nc(Nc2cccc(C(F)(F)F)c2)n1
23	-4	5	2	-2	1	-15	-1.6	-2	9	COc1cc(C(=O)NCC(=O)N/N=C(/C)c2cccs2)cc(OC)c1OC
24	-3	1	6	7	0	-4	-4.3	-6	-13	CC(NC(=O)COC(=O)Cc1ccc(Cl)cc1)c1ccccc1 (stereo not drawn)
25	-5	12	16	-2	3	-15	-0.8	4	-14	Cc1cc(NC(=O)CCSc2ccccc2)no1
26	2	1	-4	-11	0	12	-2.0	9	11	O=C(O)CCC(=O)N1CCc2cc(S(=O)(=O)N3CCCCC3)ccc21
27	1	5	2	-11	0	13	-1.6	6	10	Cc1ccc(CS(=O)(=O)CCC(=O)NCC2CCCO2)cc1 (stereo not drawn)
28	-1	1	-5	8	2	-21	-1.5	-4	4	O=C(NCc1ccc(Cl)cc1)C(=O)c1cn(CC(=O)N2CCOCC2)c2ccccc12
29	-2	-1	-7	16	0	-14	-2.6	-4	-2	O=C(c1ccco1)N1CCN(c2cc(C(F)(F)F)nc3ncnn23)CC1
30	-1	3	6	4	1	10	0.6	-4	-5	COCCCNC1CS(=O)(=O)CC1O (stereo not drawn)

cpd	CHRM5 agonist	M1 PAM	M4 PAM	CHRM5 antagonist	M4 ag	CRFBP-R2 block	CRFBP-R2 agonist	M5 PAM	M4 antag	SMILES
31	-2	11	2	7	1	10	-0.3	-3	3	Cc1ccc(Cl)cc1NC(=O)CCN1C(=O)C2C3CCC(C3)C2C1=O (stereo not drawn)
32	-6	4	-3	18	-1	-4	0.3	-6	5	CSCC[C@H](NC(=O)Cc1ccc(Cl)cc1)C(=O)N1CCC2(CC1)NCCc1[nH]cnc12
33	2	1	0	4	1	/	/	5	-4	CC(C)COC(=O)N1CCCCC1c1cc(C(=O)Nc2ccc3c(c2)OCO3)no1 (stereo not drawn)
34	0	0	8	6	0	-18	1.0	-4	4	COc1ccc(/C(C)=N\Nc2nc(-c3ccccc3)cc(=O)[nH]2)cc1
35	-3	8	-6	-3	0	-5	-3.5	1	18	COC(=O)c1sc(=S)n(-c2ccccc2)c1N
36	-8	4	3	5	1	-8	-0.4	-12	-3	CCOC(=O)C(NC(=O)c1ccc(F)cc1)(Nc1nnc(C)s1)C(F)(F)F (stereo not drawn)
37	1	5	-11	18	8	-8	2.2	-7	0	CC(C(=O)OCC(=O)c1ccc(Br)cc1)N1C(=O)C2C3CCC(C3)C2C1=O (stereo not drawn)
38	-3	-13	-9	-3	-2	-3	-1.3	-2	10	CC1/C(=N/O)CC(c2ccccc2)NC1c1ccccc1 (stereo not drawn)
39	-3	4	1	4	0	0	-0.6	-1	1	O=C(NCC(=O)N(c1ccccc1)C(C(=O)NC1CCCCC1)c1cccnc1)c1cccs1 (stereo not drawn)
40	-2	3	-6	7	1	2	-1.3	-4	2	O=C(Cn1nc(-c2cccc([N+](=O)[O-])c2)c2ccccc2c1=O)NCC1CCCO1 (stereo not drawn)
41	7	8	-13	1	9	5	5.2	-1	10	COc1ccc(/C=c2/sc3n(c2=O)C(c2ccccc2OC)C2=C(N=3)c3ccccc3CC2)cc1O (stereo not drawn)
42	-5	0	-2	-2	0	5	-1.3	-2	2	COc1ccc(NC(=O)c2cccnc2)c([N+](=O)[O-])c1
43	-1	8	10	3	5	-7	-1.4	6	-9	Cc1cc(C(=O)NC2=NCCS2)c2ccccc2n1
44	37*	-25	-25	24	52*	-266	248*	-16	29*	N#CC(C#N)=C1C=C2C=C(N3CCOCC3)CCC2CC1 (stereo not drawn)
45	0	5	12	-2	0	-33	0.5	2	-4	CCc1nc2oc3cc(OC)ccc3c(=O)c2c(=O)n1-c1ccccc1

cpd	CHRM5 agonist	M1 PAM	M4 PAM	CHRM5 antagonist	M4 ag	CRFBP-R2 block	CRFBP-R2 agonist	M5 PAM	M4 antag	SMILES
46	-5	4	-2	5	1	18	-5.1	1	-4	Cc1nn(CCOc2cccc(Br)c2)c(C)c1[N+](=O)[O-]
47	-2	7	-1	3	1	-4	-0.2	3	-2	CC12CCC(C(=O)NNC(=O)c3ccc(F)cc3)(OC1=O)C2(C)C (stereo not drawn)
48	0	13	2	-9	1	-4	0.1	-2	-5	CC(=O)Nc1c(C)ccc(S(N)(=O)=O)c1C
49	-3	2	0	-5	0	9	1.9	4	-4	Fc1ccccc1/C=N/Nc1nn[nH]n1
50	-4	2	-6	-2	0	/	/	0	-9	CN(C)CCN(C)C1CN(CCc2ccccc2)S(=O)(=O)C1 (stereo not drawn)
51	-3	-4	-4	2	1	-16	3.3	-3	0	COc1ccc(NC(=O)CSCC(=O)Nc2ccc(S(=O)(=O)N3CCCC3)cc2)cc1
52	1	4	-1	-1	2	-16	-0.4	3	-4	Cc1ccc(C(=O)Nc2nnc(COc3ccccc3)s2)cc1
53	2	2	2	-4	1	-7	-1.6	-5	-9	Cc1noc(/C=C/N(C)C)c1S(=O)(=O)N1CCCC(C(=O)NCc2cccs2)C1 (stereo not drawn)
54	-3	5	11	-2	2	-5	0.3	7	-7	Cc1ccc(-c2cc(C(=O)N/N=C/c3c[nH]c4ccccc34)n[nH]2)o1
55	1	17	-3	-7	0	-13	1.4	5	-9	CC(C)(CN1CCc2ccccc2C1)NS(=O)(=O)c1ccccc1

Compounds from the list above that have a Cl atom:
cpd	CHRM5 agonist	M1 PAM	M4 PAM	CHRM5 antagonist	M4 ag	CRFBP-R2 block	CRFBP-R2 agonist	M5 PAM	M4 antag	SMILES
1	4	2	5	6	1	1	1.3	5	-3	O=C(Nc1cc(Cl)ccc1N1CCOCC1)c1ccc(F)c(S(=O)(=O)N2CCOCC2)c1
5	0	1	-3	-2	2	6	-0.9	0	2	CN(Cc1ccccc1)S(=O)(=O)c1ccc(Cl)c(C(=O)N2CCOCC2)c1
12	-5	6	4	4	0	4	-2.4	5	-3	Fc1ccc(-n2c(Cc3cccs3)n[nH]c2=S)cc1Cl
13	6	12	0	1	8	2	14	-9	-16	O=C(Nc1cc(Cl)cc2c1-c1ccc(Cl)cc1C2O)C(Cl)Cl (stereo not drawn)
16	-2	4	-1	-2	2	-24	-3.5	3	4	CC1CCCN(Cc2nc3c(c(=O)n(C)c(=O)n3C)n2Cc2c(F)cccc2Cl)C1 (stereo not drawn)
17	-1	12	-1	-2	3	12	-1.3	-4	3	Cn1cc(C(=O)Nc2ccc(Cl)cc2)c(C(F)(F)F)n1
19	1	4	-1	-8	0	8	-1.6	4	-1	CN(C)S(=O)(=O)c1cc(NC(=O)CN2CCNC(=O)C2)ccc1Cl
24	-3	1	6	7	0	-4	-4.3	-6	-13	CC(NC(=O)COC(=O)Cc1ccc(Cl)cc1)c1ccccc1 (stereo not drawn)
28	-1	1	-5	8	2	-21	-1.5	-4	4	O=C(NCc1ccc(Cl)cc1)C(=O)c1cn(CC(=O)N2CCOCC2)c2ccccc12
31	-2	11	2	7	1	10	-0.3	-3	3	Cc1ccc(Cl)cc1NC(=O)CCN1C(=O)C2C3CCC(C3)C2C1=O (stereo not drawn)
32	-6	4	-3	18	-1	-4	0.3	-6	5	CSCC[C@H](NC(=O)Cc1ccc(Cl)cc1)C(=O)N1CCC2(CC1)NCCc1[nH]cnc12

Bioassay records as filed in PubChem.
